Screening results (PubChem)
MT stabilize HCS – microtubule stabilizers in HeLa cells; AID 2205; actives 0.83% (n = 200,000); % tubulin-high responders, % at 10 µM; HeLa tubulin immunostaining HCS, 24 h; share of cells brighter than vehicle mean+2SD;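 active = plate Z-score above 3 for both tubulin-high and condensed-nucleus cell shares, with cell loss under 80%, at 10 µM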;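 note: anti alpha tubulin signal scored within the nucleus-defined area of each cell; some results filed as inactive read as strong as hits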
bCat nuc transl – beta-catenin nuclear translocation modulation | AID 1665 | actives 0.3% (n = 190,000) | HeLa beta-catenin nuclear translocation, immunofluorescence imaging | nuclear translocation activity, % at 5 µM;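 active = nuclear translocation activity above 50% at 5 µM, with a well cell count of 50 or more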;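 note: per-cell ratio of nuclear to cytoplasmic median beta-catenin stain intensity; plate controls were DMSO negative control for no effect and GSK-3 inhibitor IX positive control for full effect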
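Test system: human HeLa cells, endogenous beta-catenin. Times: 24 h compound exposure, 37°C. Measured by: beta-catenin immunofluorescence imaging with DAPI.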
T cell modulator – T cell immune modulation candidate; calls only at 7 µM; 2C CD8+ T cell-vesicle binding, flow cytometry; hits give low values; actives 0.068% (n = 330,000);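 active = response, share of CD8 T cells binding vesicles, and their 90th percentile fluorescence all below set limits, cut at about 80% in these data, passing the limit was not always enough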
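Read-out – percent CD8+ FL2 mean versus row control · System – murine 2C transgenic CD8+ T lymphocytes · Times – 1.5 h cell–vesicle binding at 37 °C, then 20 min icy labelling · Control set – naked vesicles low, QL9 vesicles with vehicle high · Detection – cytometric PE anti-B7-1 and Alexa647 anti-CD8 signals after 1% paraformaldehyde fixation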
PhoP inhibition – PhoP-dependent GFP reporter repression – Salmonella Typhimurium, primary screen (AID 1863); actives 0.16% (n = 300,000); one-dose inhibition, % at 50 µM; IC50 in µM for titrated hits; S. Typhimurium PhoP-regulated promoter GFP reporter, 4 h; higher % means a stronger effect;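 active = inhibition over 29.93%, a cutoff 3 SD above the screen mean, later confirmed by dose response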;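 note: 0% = low Mg2+ inducing control and 100% = high Mg2+ repressing control; strong numbers were not always called active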
Dynein cargo inh – dynein cargo transport inhibition. 3617.4 mouse cells, GR-EGFP nuclear translocation imaging; test concentration mostly 20 µM; stimulated with dexamethasone, 1 µM; hits give low values. z-score, hits read low. actives 0.47% (n = 220,000). AID 1381;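 active = plate z-score of nuclear minus cytoplasmic receptor signal below a set negative limit, without overly bright fluorescence or cell loss, cut at about -3.5 in these data, passing the limit was not always enough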;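 note: z-score of nuclear minus cytoplasmic ring GR-EGFP intensity difference per well; some compounds called inactive have numbers as strong as hits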
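Also added: dexamethasone, 1.0 µM final. Medium: tet-free, stripped-serum medium. Detection: fixed, Hoechst-stained cells imaged at 10x for EGFP. Read-out: nuclear-to-cytoplasmic GR-EGFP distribution per well. Times: induction 48 h, compound 1 h, agonist 30 min.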
ER stress rescue – protection against thapsigargin-triggered cell killing – 384-well, CSM14.1, ATP luminescence, primary screen (AID 1222) | CSM14.1 thapsigargin-induced death rescue, ATP luminescence; higher % means a stronger effect | one-dose cellular ATP content (survival), % at 20 µM; EC50 in µM for titrated hits | 190,000 tested, under 10 active;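 active = EC50 below 50 µM in the dose-response confirmation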;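 note: death triggered by thapsigargin at about 15 µM added after 2 h compound pretreatment; cell ATP read after overnight thapsigargin exposure of roughly 18 to 22 hours; normalized against plate controls of thapsigargin alone and 5% DMSO vehicle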
Hep lipid drop – modulators of hepatic lipid droplet formation; AID 1656; actives 0.4% (n = 240,000); inhibition, % at 6.5 µM; AML12 mouse hepatocytes, oleate lipid droplets, BODIPY imaging;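 active = lipid droplet intensity inhibited by at least 50%, with more than 500 cells counted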
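Assay system: AML12 hepatocytes (mouse) / Also added: 100 µM oleic acid challenge / Times: overnight treatment with compound plus oleate / Detection: high-content imaging of BODIPY-stained droplets and DAPI nuclei / Evaluation: % inhibition of lipid droplet signal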
Ins promoter up – MIN6 insulin promoter up-regulation; MIN6 insulin promoter-GFP reporter, high-content imaging; hits give high values; z-score at 5 µM; actives 0.3% (n = 190,000); AID 1625;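 active = z-score above 3 at 5 µM with at least 500 cells counted in the well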
Autophagy mod – autophagy modulation, high-content screen; MEF GFP-LC3 puncta imaging; test concentration mostly 10 µM; calls only at 10 µM (by protocol); actives 0.98% (n = 190,000); AID 463193;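 active = percentage of spot-positive cells more than 3 SD above its plate mean, without a fluorescence outlier flag or 80% toxicity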;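 note: spot-positive cell cutoff set from DMSO-treated cells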
Dynein cargo inh cytoplasmic EGFP – further read-out of Dynein cargo inh, marked with its call; z-score; measured here: cytoplasmic GR-EGFP intensity; hits give high values
Dynein cargo inh nuclear GR-EGFP – recorded beside Dynein cargo inh, whose call it bears; z-score; measured here: nuclear GR-EGFP intensity;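 lower value marks the stronger effect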
Dynein cargo inh cell count – further read-out of Dynein cargo inh, marked with its call; z-score; measured here: cell count per field
Ins promoter up cell count – also measured in Ins promoter up; calls as there; cell count; measured here: cytotoxicity, nuclei count;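 total cells summed across four imaged fields per well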
Hep lipid drop cells 6.5 µM – second read-out of Hep lipid drop, no call of its own (marks repeat the call); cell count; measured here: cell count, cytotoxicity flag;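 cells counted across two imaged fields per well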
bCat nuc transl cell count 5 µM – second read-out of bCat nuc transl, no call of its own (marks repeat the call); cell count; measured here: cell count, cytotoxicity flag
T cell modulator vesicle-bound % – second read-out of T cell modulator, no call of its own (marks repeat the call); double positive events, %; measured here: CD8+ vesicle-bound cell fraction;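 binding gate set so that unloaded-vesicle control wells show 10% double positive cells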
MT stabilize HCS Hoechst-high % – further read-out of MT stabilize HCS, marked with its call; % Hoechst-high responders; measured here: nuclear condensation Hoechst responders;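 share of cells brighter than vehicle mean plus two SD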
MT stabilize HCS cytotoxicity % – recorded beside MT stabilize HCS, whose call it bears; toxicity, %; measured here: cytotoxicity by cell density;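 0% = mean cell density of plate MIN control wells and 100% = no cells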
Autophagy mod cell loss 18 h – also measured in Autophagy mod; calls as there; toxicity, %; measured here: cell loss, nuclei count;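 cell loss after 18 h compound exposure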
An asterisk follows results filed as active; i = inactive; / = no result given; + = active, no number.

SMILES | MT stabilize HCS | MT stabilize HCS Hoechst-high % | MT stabilize HCS cytotoxicity % | bCat nuc transl | bCat nuc transl cell count 5 µM | T cell modulator | T cell modulator vesicle-bound % | PhoP inhibition | Dynein cargo inh | Dynein cargo inh cytoplasmic EGFP | Dynein cargo inh nuclear GR-EGFP | Dynein cargo inh cell count | ER stress rescue | Hep lipid drop | Hep lipid drop cells 6.5 µM | Ins promoter up | Ins promoter up cell count | Autophagy mod | Autophagy mod cell loss 18 h
O=C(O)c1cc(=O)c2cc(Cl)ccc2o1 | 1.6 | 1.1 | 2.0 | 0.0 | 1015 | i | 44.0 | -4.2% | -0.579 | -0.245 | -0.0798 | -0.274 | -3.4% | 8.5 | 679 | 0.14 | 1508 | i | -12.2
CCOC(=O)c1ccc(NC(=O)c2n[nH]c(=O)c3ccccc23)cc1 | 5.2 | 1.6 | 8.2 | 0.1 | 1400 | i | 58.4 | -2.4% | -0.209 | -0.254 | 0.618 | -0.385 | -1.1% | -3.9 | 742 | 0.11 | 1488 | i | 0.2
O=C(c1cnn(-c2ccccc2)c1)c1ccccc1O | 6.7 | 2.9 | 5.0 | -0.6 | 1050 | i | 56.2 | 1.5% | -0.492 | -0.272 | -0.405 | 0.387 | 0.5% | -7.9 | 679 | 0.71 | 1447 | i | 30.6
N#Cc1c(N)nc(SCc2ccccc2)c(C#N)c1-c1ccco1 | 3.8 | 5.8 | 13.2 | -3.2 | 940 | i | 52.5 | 3.8% | -0.527 | -0.119 | -0.0489 | 1.01 | 0.2% | / | / | 0.16 | 1071 | i | -1.6
CC(=O)c1cc(NC(=O)c2ccc([N+](=O)[O-])cc2)c(=O)oc1C | 3.7 | 2.4 | 2.9 | -1.5 | 1048 | i | 43.5 | -1.9% | -2.19 | 0.166 | -1.14 | 0.0475 | 0.2% | 0.3 | 695 | -0.37 | 1525 | i | 4.5
O=C1CC(/C=C/c2ccccc2)=Nc2ccccc2N1 | 2.6 | 1.3 | 1.6 | 1.4 | 1091 | i | 52.1 | 4.3% | -1.18 | -0.21 | -0.784 | 0.466 | 0.4% | 3.0 | 650 | -0.37 | 1220 | i | 12.2
CS(=O)(=O)c1cc([N+](=O)[O-])c(Sc2nc3ccccc3[nH]2)c([N+](=O)[O-])c1 | 3.0 | 1.9 | 2.8 | 1.3 | 911 | i | 19.5 | 5.4% | -3.58* | 2.23* | -1.66* | -3.24* | 0.5% | 18.2 | 758 | / | / | i | -10.8
COc1cc(C2C(C#N)=C(N)Oc3cc(C)n(CC4CCCO4)c(=O)c32)cc2c1OCO2 (stereo unspecified) | 4.7 | 3.0 | 2.3 | -4.0 | 873 | / | / | -5.3% | -0.825 | -0.261 | -1 | 0.257 | 1.8% | / | / | 0.08 | 1200 | i | -10.1
CC1CCN(C(=O)CCCOc2cc(=O)n(C)c3ccccc23)CC1 | 4.9 | 1.2 | 2.2 | / | / | i | 41.1 | 5.6% | 1.4 | -0.244 | 1.19 | 0.221 | -2.2% | -4.5 | 692 | 0.75 | 1340 | i | 0.7
CC1CN(C(=O)N[C@@H](Cc2ccccc2)C(=O)O)CC(C)O1 (stereo partly specified) | 4.6 | 2.9 | 11.4 | -2.0 | 934 | i | 16.4 | -2.8% | 0.295 | -0.166 | 0.524 | -0.663 | 0.3% | / | / | 0.38 | 1132 | i | -17.9
O=C(CCn1nnc2ccccc21)Nc1nnc(-c2ccccc2F)s1 | 4.5 | 2.3 | 10.2 | -5.9 | 890 | i | 48.6 | 8.5% | -0.74 | -0.00717 | -0.0758 | -0.292 | 0.6% | / | / | 0.02 | 1206 | i | -5.1
COCCn1c(C)cc(C(=O)CSc2n[nH]c(N)n2)c1C | 3.4 | 2.6 | 3.2 | 0.9 | 895 | i | 41.2 | 10.9% | -0.414 | -0.0682 | -0.498 | -0.236 | -2.4% | 4.6 | 764 | 0.65 | 1096 | i | -4.8
COc1cc(C(O)P(=O)(OC(C)C)c2ccc(N(C)C)cc2)cc(OC)c1OC (stereo unspecified) | 2.9 | 0.8 | 9.2 | 0.4 | 1168 | i | 14.7 | -4.8% | 1.84 | -0.148 | 1.02 | -1.46 | 0.2% | / | / | -0.21 | 1118 | i | 4.1
CN(Cc1cnn(C)c1)Cc1nc(Cc2ccccc2Cl)no1 | 2.4 | 2.3 | 8.1 | -0.2 | 926 | i | 59.1 | -8.0% | -0.26 | -0.172 | 0.173 | 0.16 | 1.0% | -2.6 | 721 | / | / | i | 1.6
COc1ccc(S(=O)(=O)N(C)CC(=O)N2CCOCC2)cc1Cl | 3.4 | 2.7 | 4.8 | / | / | i | 16.3 | -0.4% | 0.177 | -0.257 | 0.415 | -1.21 | -0.8% | 7.0 | 815 | 0.4 | 1161 | i | 7.4
CCOc1ccc(C2=Cc3cc(OC)c(OC)cc3C(=C(Cl)Cl)O2)cc1 | 0.3 | 2.5 | 14.1 | -3.5 | 1143 | / | / | 0.1% | -0.913 | 0.939 | -0.324 | -0.0741 | -3.4% | 44.9 | 792 | 1 | 809 | i | -8.1
O=C1CN(C(=O)/C=C/c2ccccc2F)c2ccccc2N1 | 6.2 | 2.5 | 10.1 | -2.0 | 1147 | i | 55.4 | -7.0% | -0.345 | -0.143 | 0.172 | 1.06 | -0.1% | 25.2 | 673 | -0.84 | 1315 | i | 10.0
CCN1CCC2(CC1)Oc1c(OC)cccc1C1CC(c3cccnc3)=NN12 (stereo unspecified) | / | / | / | 0.5 | 1257 | i | 29.3 | 0.6% | -1.06 | -0.263 | -0.484 | 0.317 | / | 1.4 | 698 | / | / | / | /
CCOC(=O)/C(C#N)=C\c1cccnc1 | 3.0 | 2.9 | 9.4 | 0.4 | 1488 | i | 28.9 | -11.6% | -0.306 | -0.247 | -0.554 | 1.16 | 0.9% | 12.1 | 715 | 0.1 | 1412 | i | -1.1
COC(=O)c1c(NC(=O)COC(=O)[C@@H](NS(=O)(=O)c2ccc(C)cc2)C(C)C)sc2c1CCC2 | 2.7 | 2.0 | 4.9 | -1.2 | 980 | i | 44.4 | -1.9% | -0.325 | -0.209 | -0.00982 | 0.296 | 0.1% | -3.7 | 668 | -0.09 | 1266 | i | 12.0
COc1ccc(N(C)C(=S)Nc2ccc3nc(C)c(C)nc3c2)cc1 | 3.3 | 2.9 | 10.6 | 2.4 | 1007 | i | 40.5 | -6.5% | -0.52 | -0.195 | -0.556 | 0.386 | -2.8% | -5.7 | 635 | -0.75 | 1299 | i | -5.1
CCC(=O)N1CCCc2cc(S(=O)(=O)NCc3cccs3)ccc21 | 7.5 | 1.5 | 7.7 | -0.8 | 1063 | i | 50.6 | -8.9% | -1.23 | -0.208 | -0.311 | 0.651 | -2.1% | -9.8 | 732 | -0.68 | 1366 | i | 2.0
O=c1c2[nH]c3ccc(F)cc3c2ncn1CCCn1ccnc1 | 1.9 | 1.5 | 8.8 | -5.3 | 948 | i | 21.3 | 9.2% | 0.0562 | -0.216 | 0.0442 | -0.0166 | -1.7% | / | / | -0.41 | 1261 | i | 6.7
Cc1ccccc1C(=O)NNC1CC(=O)N(c2ccc3c(c2)OCCO3)C1=O (stereo unspecified) | 1.9 | 3.2 | 6.8 | -1.6 | 992 | i | 7.8 | -14.4% | -0.632 | -0.318 | -0.435 | 0.157 | 0.7% | 8.0 | 653 | 0.37 | 1304 | i | 0.4
COc1ccccc1Nc1nc(N)nc(CN2CCN(Cc3ccc4c(c3)OCO4)CC2)n1 | / | / | / | -0.8 | 1319 | i | 29.6 | -2.6% | 0.418 | -0.2 | 0.794 | -1.38 | / | 17.1 | 640 | -0.2 | 976 | / | /
COCCNC(=O)CSc1ncnc2sc(-c3ccccc3)cc12 | 1.7 | 2.3 | 8.3 | 0.4 | 1122 | i | 6.3 | -10.9% | -0.777 | -0.00907 | -0.234 | 0.557 | -6.8% | 11.1 | 711 | -0.21 | 1237 | i | 4.4
C=CCn1c(SCc2nc3sc(C(=O)O)c(C)c3c(=O)[nH]2)nnc1-c1ccccc1 | 2.6 | 1.7 | 3.5 | -2.3 | 1017 | i | 65.7 | -4.5% | 1.94 | -0.269 | 1.83 | -2.01 | -0.5% | 32.7 | 668 | 0.47 | 1534 | + | 1.8*
O=C1NC2(CCCc3ccccc32)C(=O)N1Cc1nnc(-c2ccccc2Br)o1 (stereo unspecified) | 2.5 | 1.3 | 7.8 | -0.4 | 837 | i | 18.4 | -7.2% | -0.104 | 0.594 | 0.0828 | -0.209 | -1.5% | / | / | -1.27 | 1246 | i | -1.0

Single entries from the entries so far:
Under T cell modulator vesicle-bound %, `COc1ccc(N(C)C(=S)Nc2ccc3nc(C)c(C)nc3c2)cc1` shows 40.5
Under Dynein cargo inh, `O=C1CC(/C=C/c2ccccc2)=Nc2ccccc2N1` shows -1.18
